# From PubChem
# AID2073 – disruptors of CaV2.2 binding to Mint1 – biochemical, HTRF (AID 2073) | HTRF protein-protein interaction, Mint1-CaV2.2; higher % means a stronger effect | inhibition, % at 20 µM; hits with a dose series show IC50 in µM | actives 0.19% (n = 290,000); in the data active means inhibition mostly above about 51%, no sharp cut-off; further: some results filed as inactive read as strong as hits
# HIV peptide binding – inhibitors of HIV fusion peptide binding, primary screen, biochemical, uHTS, fluorescence dequenching (AID 1986); cell-free peptide binding, fluorescence dequenching, 30 min; higher % means a stronger effect; one-dose inhibition, % at 20 µM; IC50 in µM for titrated hits; actives 0.3% (n = 290,000); in the data active means inhibition mostly above about 52%, no sharp cut-off; inactive means mostly below about 76%; further: some results filed as inactive read as strong as hits
# * = called active by the depositor. Only part of the results is shown. The share of hits here may be higher or lower than overall.
SMILES,AID2073,HIV peptide binding
Cc1nnc2n1N=C(c1ccccc1)CS2,2%,-0.6%
COc1ccc(-c2nc3cc(C)ccn3c2NC(=O)c2ccccc2OC)cc1,8%,-2.7%
CCCc1cc(=O)oc2cc(C)cc(OC(C)C(=O)NCc3cccnc3)c12 (centres undefined),17%,1.3%
Cc1sc(N)nc1-c1ccc2c(c1)OCCO2,-14%,0.1%
O=C(NCCNC(=O)c1ccccc1Br)c1cccnc1,7%,-0.8%
Cc1nn(C(=O)Cn2ccc([N+](=O)[O-])n2)c(C)c1Cl,6%,0.2%
CCOC(=O)N1CCC(N2Cc3cccc(C(=O)Nc4ccc(N(CC)CC)cc4C)c3C2=O)CC1,-4%,-2.2%
C/C(=N\NC(=O)c1cc(-c2ccc(C)s2)nc2ccccc12)c1cccnc1,44%,-0.7%
NC(=O)C1CCN(C(=O)CCNS(=O)(=O)c2cc(Br)cnc2N)CC1,11%,-0.1%
O=C(Cn1ncc2c([nH]c3ccccc32)c1=O)N1CCN(c2ccc(F)cc2)CC1,14%,0.1%
CCCN1CCN(CCCNC(=O)c2ccc3c(c2)NC(=O)c2ccccc2S3)CC1,2%,0.6%
O=C(NCC1(O)CCCCC1)C1CCC(=O)N(CCc2ccccc2)C1 (centres undefined),10%,0.2%
O=c1[nH]c(COc2ccccc2)nc2ccccc12,12%,-2.0%
CC(=O)C(Cc1ccccc1)(Cc1ccccc1)C(C)=O,-4%,2.6%
Cc1ccc(NC(=O)C2C3C=CC4(O3)C2C(=O)N(CCCN2CCCCC2)C4C(=O)NC2CCCCC2)cc1C (centres undefined),2%,0.6%
COc1ccc(C(=O)N2CCN(CCNC(=O)C(=O)Nc3ccc(F)cc3)CC2)cc1,0%,0.5%
CCOC(=O)CNC(=O)CN1CCC(c2nc3ccccc3[nH]2)CC1,5%,-0.2%
O=C(Nc1ccc(Cl)cc1)C1C2C=CC3(O2)C1C(=O)N(CCN1CCCCC1)C3C(=O)NC1CCCCC1 (centres undefined),6%,1.4%
CCC(C)NC(=O)CN1C(=O)c2cccc3cccc1c23 (centres undefined),22%,-0.4%
O=C(Nc1ccccc1C(=O)N1CCCCC1)c1ccco1,6%,0.7%
COc1ccccc1OCC(=O)Nc1ccc2c(c1)OCO2,4%,2.0%
CC(C)CC(=O)C1CCCN(C(=O)c2ccc3oc(Cc4ccccc4)nc3c2)C1 (centres undefined),2%,1.7%
COc1ccccc1C(=O)Nc1cc(Cl)ccc1-n1cncn1,5%,-0.6%
CCCOc1ccc(CNC(=O)C2CCN(c3nnc(N4CCCC4=O)s3)CC2)cc1,6%,-1.0%
Cc1cc(C)c(C#N)c(SCC(=O)Nc2nonc2N)n1,-7%,0.0%

# 4 records drawn at random from those above, as already listed:
SMILES,AID2073,HIV peptide binding
O=C(Nc1ccc(Cl)cc1)C1C2C=CC3(O2)C1C(=O)N(CCN1CCCCC1)C3C(=O)NC1CCCCC1 (centres undefined),6%,1.4%
NC(=O)C1CCN(C(=O)CCNS(=O)(=O)c2cc(Br)cnc2N)CC1,11%,-0.1%
C/C(=N\NC(=O)c1cc(-c2ccc(C)s2)nc2ccccc12)c1cccnc1,44%,-0.7%
O=c1[nH]c(COc2ccccc2)nc2ccccc12,12%,-2.0%

# (cont.)
SMILES,AID2073,HIV peptide binding
O=C(CNC(=O)c1ccc(Br)cc1)c1ccccc1,18%,-1.2%
Nc1ccc(C(=O)N/N=C/c2cn(Cc3ccc(F)cc3)c3ccccc23)cc1,11%,-1.8%
CC(NC(=O)C1CCN(S(=O)(=O)c2cccc3nonc23)CC1)c1ccccc1 (centres undefined),3%,2.4%
COc1ccc(S(=O)(=O)N2CCOC2CNC(=O)C(=O)NCCCN2CCOCC2)cc1C (centres undefined),16%,1.1%
Cn1cc([N+](=O)[O-])cc1-c1nc2ccccc2n1C,6%,0.1%
CCOC(=O)c1cccc(NC(=O)CCc2nnc3ccc(N4CCCCC4)nn23)c1,19%,4.4%
CCN(Cc1ccccc1)C(=O)CCS(=O)(=O)c1ccc2c(c1)n(C)c(=O)c(=O)n2C,1%,-1.1%
CC(C)n1cc(CN2CCC(C(=O)Nc3cccc(-c4cscn4)c3)CC2)cn1,-10%,1.2%
CN(C)S(=O)(=O)c1ccc(S(=O)(=O)NCCN2CCOCC2)cc1,9%,0.1%
CN(c1ccc(C(=O)NCc2ccncc2)cc1)S(=O)(=O)c1ccc(Cl)cc1,5%,1.3%
CC(=O)c1ccc(OCc2cc(C(=O)N(C)Cc3ccon3)no2)cc1,11%,-1.0%
CCOC(=O)C1(Cc2cccc(Cl)c2)CCCN(C(=O)c2cc(C)on2)C1 (centres undefined),3%,-0.6%
CN(C)/C=C/C(=O)c1ccn(S(=O)(=O)c2ccccc2)c1,3%,0.9%
Cc1ccc(N(O)C(=O)NCCCCNC(=O)N(O)c2ccc(C)cc2)cc1,-11%,-1.3%
O=C1Nc2ccccc2C1c1ncc(C(F)(F)F)cc1Cl (centres undefined),-5%,-1.3%
CCn1ccnc1C(O)c1cccc2ccccc12 (centres undefined),0%,-0.1%
O=C(CNC(=O)c1ccco1)NCC(=O)OCc1ccccc1Cl,17%,-0.8%
CCOC(=O)N1CCN(C(=O)c2ccc(CS(=O)c3ccccc3)o2)CC1 (centres undefined),2%,-1.4%
O=C(O)c1cc([N+](=O)[O-])ccc1C(=O)Nc1cccc([N+](=O)[O-])c1,-1%,0.4%
CCOc1ccc(CCNC(=O)CCC(=O)N2CCOc3ccc(C)cc32)cc1OCC,7%,0.5%
CCOC(=O)Cn1ccc(NC(=O)COc2ccc(F)cc2)n1,0%,1.1%
CC(C)C(NS(=O)(=O)c1cccc(C(F)(F)F)c1)C(=O)N1CCc2ccccc2C1 (centres undefined),1%,-0.5%
COc1ccc(C(=O)CCC(=O)Nc2cccnc2)cc1OC,5%,-2.4%
C/C=C(\C)CN1CCC(Oc2cc(C(=O)NC3CC3)ccc2OC)CC1,2%,0.4%
COc1ccc(S(=O)(=O)N2CCC(C(=O)NCCc3c[nH]c4ccccc34)CC2)cc1,3%,-1.3%

# Molecules listed so far with bromine (three):
SMILES,AID2073,HIV peptide binding
O=C(NCCNC(=O)c1ccccc1Br)c1cccnc1,7%,-0.8%
NC(=O)C1CCN(C(=O)CCNS(=O)(=O)c2cc(Br)cnc2N)CC1,11%,-0.1%
O=C(CNC(=O)c1ccc(Br)cc1)c1ccccc1,18%,-1.2%

# Going on with the list.
SMILES,AID2073,HIV peptide binding
COc1ccccc1N1CCN(C(=O)c2cn(C)c3ccc(S(=O)(=O)N4CCOCC4)cc3c2=O)CC1,13%,1.5%
Cc1ccc(OCCCCN2CCCCC2)cc1,8%,-1.2%
COc1ccc(-c2cc(=O)oc3cc(OC(C)C(=O)NC(Cc4c[nH]c5ccc(O)cc45)C(=O)O)ccc23)cc1 (centres undefined),45%,17%
O=C(/C=C/c1cc(Br)ccc1F)Nc1cccnc1,10%,-0.4%
CCCC(C)NC(=O)C1c2ccccc2Oc2ccccc21 (centres undefined),9%,1.6%
O=C(NNS(=O)(=O)c1ccccc1[N+](=O)[O-])c1cc2ccccc2cc1O,2%,27%
CN(C(=O)Cn1nc(Cl)ccc1=O)C1CCCN(Cc2ccccc2F)C1 (centres undefined),6%,1.0%
CC(=O)C1=C(C)Nc2ncnn2C1c1ccccc1F (centres undefined),18%,0.3%
O=C(O)c1cc(-c2cccs2)nc2ccc(F)cc12,18%,1.4%
Cc1ccn2c(c1)nc(=O)c1cc(S(=O)(=O)N3CCOCC3)ccc12,7%,0.3%
Cc1cc(OCC(=O)N2CCC(C(N)=O)CC2)c2c(C)c(C)c(=O)oc2c1,23%,1.3%
CCC(C)c1ccc(OCC(=O)NNC(=O)C2CCCCC2)cc1 (centres undefined),8%,-0.5%
Cc1ccc2[nH]c(C(=O)N3CCN(C(c4ccccc4)c4ccccc4)CC3)cc2c1,7%,-0.1%
CCCOc1cccc(C(=O)Nc2ccc3c(c2)OCCO3)c1,2%,0.7%
COc1ccccc1CNC(=O)COC(=O)c1cc([N+](=O)[O-])ccc1N1CCOCC1,3%,0.4%
CC1(C)Cc2cccc(OCC(=O)NCc3ccccc3)c2O1,-1%,0.5%
COc1ccc(-n2c(C)c(C)c3c(NCCO)ncnc32)cc1,3%,0.1%
S=C(NCc1ccncc1)Nc1cc(Cl)cc(Cl)c1,-7%,1.1%
Cc1sc(NC(=O)CSc2nnc(N)s2)c(C#N)c1C,-10%,-1.6%
O=C(CN(Cc1ccc(F)cc1)C(=O)CCC(=O)Nc1nccs1)NCc1ccc(F)cc1,8%,-1.6%
O=C(COc1cccc(-n2cnnn2)c1)Nc1ccc([N+](=O)[O-])cc1,13%,-1.2%
O=C(c1ccc(Cl)cc1)N1CCc2ccccc21,-3%,0.6%
COc1ccc(-n2c(=S)[nH]c3cc(C(=O)NCc4ccccc4OC)ccc3c2=O)c(OC)c1,-23%,-2.6%
CCOc1cc(/C=C2\C(=N)N3N=CSC3=NC2=O)ccc1OS(=O)(=O)c1ccccc1,2%,17%
Cc1ccc(CCCNC(=O)C2CCC(=O)N(Cc3cccc(F)c3)C2)cc1 (centres undefined),0%,0.2%
# The list continues:
SMILES,AID2073,HIV peptide binding
COc1ccc(-n2c(-c3ccc(Br)cc3)n[nH]c2=S)cc1,-27%,-0.3%
CCOc1cccc(N(C(=O)CCC(=O)Nc2cc(C)on2)C(C(=O)NC(C)(C)C)c2ccc(OC)cc2)c1 (centres undefined),9%,0.4%
Cc1oc2cc(Br)c(O)c(Br)c2c1C(=O)c1ccccc1,-6%,2.5%
CCNc1nc(Cl)nc(NC2CCCCC2)n1,2%,1.1%
COc1ccccc1N1C(=O)S/C(=C\c2ccc(C)s2)C1=O,9%,14%
O=C(NC(=S)Nc1cccc(Cl)c1Cl)C1CC1,4%,0.1%
COc1cccc(CNC(=O)CCS(=O)(=O)c2ccc3c(c2)NC(=O)CS3)c1,18%,1.2%
CCn1c(=S)sc2c(=O)n(CC(=O)Nc3cccc(Cl)c3)c(C)nc21,-5%,0.8%
COc1ccc(C2/C(=C(\O)c3ccc4c(c3)OCCO4)C(=O)C(=O)N2Cc2cccnc2)cc1OC (centres undefined),-5%,1.1%
O=C(O)C1(Cc2nc3ccccc3[nH]2)CCCC1,-1%,1.1%
CSc1nnc(CCNS(=O)(=O)c2ccc(Br)cc2)n1C,0%,-1.5%
c1ccc(CNCc2ccco2)cc1,-8%,-1.6%
Cc1cc(NC(=O)CS(=O)(=O)c2c[nH]c3ccccc23)no1,9%,0.0%
CSc1nnc(NC(=O)c2ccc(S(=O)(=O)N3CCOCC3)cc2)s1,-4%,0.4%
Cc1ccc2c(C)c(C(=O)N3CCN(c4cnccn4)CC3)oc2c1C,7%,-0.6%
COc1ccc(C)cc1S(=O)(=O)Nc1cccc(-c2cn3cccnc3n2)c1,7%,0.7%
Cc1ccc(SCC(=O)NNC(=O)c2ccc(S(C)(=O)=O)cc2)cc1,10%,-1.0%
Cc1cc(S(=O)(=O)N2CCOCC2)ccc1OCC(=O)N1CCC(C(N)=O)CC1,12%,-0.9%
CCC(C)(C)NC(=O)c1ccc2c(c1)N(CC(=O)NC1CCCC1)C(=O)C(C)(C)O2,7%,-0.2%
CCN(Cc1ccccc1)C(=O)c1cc(-c2ccc(OC)c(OC)c2)nc2ccccc12,32%,-0.5%
Cc1cc(Cl)ccc1NC(=O)C(=O)N/N=C/c1ccc2c(c1)OCO2,15%,-2.2%
CCOC(=O)N1CCN(Cc2ccc3c(c2)OCO3)CC1,-4%,-0.1%
O=C(NCCCCNC(=O)c1ccc(Br)cc1)c1ccc(Br)cc1,22%,-0.8%
COc1ccc(-c2sc3ccc(OC)cc3c2C#CCCO)cc1,-3%,2.1%
CCCCCCc1ccc(N2C[C@H](CCCCC)[C@@H](CC(=O)NCc3ccc(OC)cc3)C2=O)cc1,10%,-0.9%

# Grouped by structure, those above containing a thiophene ring, fused or not (5)
SMILES,AID2073,HIV peptide binding
C/C(=N\NC(=O)c1cc(-c2ccc(C)s2)nc2ccccc12)c1cccnc1,44%,-0.7%
O=C(O)c1cc(-c2cccs2)nc2ccc(F)cc12,18%,1.4%
Cc1sc(NC(=O)CSc2nnc(N)s2)c(C#N)c1C,-10%,-1.6%
COc1ccccc1N1C(=O)S/C(=C\c2ccc(C)s2)C1=O,9%,14%
COc1ccc(-c2sc3ccc(OC)cc3c2C#CCCO)cc1,-3%,2.1%

# The listing continues.
SMILES,AID2073,HIV peptide binding
Cn1c(=N)n(CC(=O)c2ccc(Cl)c(Cl)c2)c2ccccc21,8%,-1.1%
O=c1c2c(-c3cccc([N+](=O)[O-])c3)ccnc2[nH]n1-c1ccccc1,-10%,-1.0%
CC1=CC=CC2=NC(=O)CC(C)(C(=O)N(CC(=O)NC3CCCC3)c3ccc(F)cc3)N12 (centres undefined),26%,-0.8%
CCOC(=O)N1CCN(CCC(=O)Nc2ccc(F)c(F)c2)CC1,9%,1.8%
COc1cccc(CN(C)C(=O)c2cc(COc3ccc(-n4cncn4)cc3)on2)c1,7%,-1.5%
Cc1ccc(C)c(NC(=O)c2cc[n+](C)cc2)c1,4%,-0.7%
CC(C)CC(=O)Nc1ccnn1C1CCN(C(=O)c2ccc(Cl)cc2F)CC1,-4%,-0.2%
Cc1nnc(SCC(=O)NC2CCCC2)n1C(C)C,-5%,1.8%
O=C(NCc1ccco1)C1CCN(C(=O)c2ccc([N+](=O)[O-])cc2)CC1,7%,0.2%
CCS(=O)(=O)c1ncc(Cl)c(C(=O)Nc2ccc(S(=O)(=O)N3CCC(C)CC3)cc2)n1,-15%,-1.5%
O=C(CSc1nccn1Cc1ccco1)Nc1ccccc1C(F)(F)F,3%,-1.3%
Cc1ccc(NC(=O)CSc2nc3ccccc3c(=O)n2CCCC(=O)NCC2CCCO2)cc1 (centres undefined),8%,-1.0%
C[C@H](NC(=O)C1CCC(CNC(=O)[C@@H]2CCCN2C(=O)OC(C)(C)C)CC1)C(=O)O (some centres undefined),3%,1.5%
O=C(Nc1ccccc1C(=O)Nc1ccccn1)c1ccccc1F,6%,1.0%
